Luc counter: Counterscreen for Luciferase (Kinase-Glo TM) Inhibition | Luciferin 4-monooxygenase (Photuris pensylvanica), Q27757 | Kinase-Glo luciferase, ATP luminescence, 8 min | Potency, µM (top dose mostly 38.3 µM), inactives show at the top dose activity change, negative = inhibition, actives largely listed as inhibitors | 0.28% of 200,000 active | AID 1379, 2008; further: potency means the concentration at half of the fitted maximal effect; on the % scale 0 is the no-effect control and ±100 the full control effect; nearly all actives have a fitted effect of over 60% in size
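Compounds were added to a substrate mix at pH 7.2 (50 mM imidazole, 10 uM ATP, within the enzyme's linear range), followed by Kinase-Glo detection reagent; luminescence was measured after 8 minutes at ambient temperature.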
NPSR antagonist: qHTS Assay for Antagonists of the Neuropeptide S Receptor: cAMP Signal Transduction; Q6W5P4; AID 1461, 2008; Potency, µM (titrated, usually from 38.3 µM), for inactives: top-dose activity change, negative = inhibition, hits mostly inhibitors; 1% of 220,000 active; CHO-NPSR cells, cAMP TR-FRET, antagonist mode; further: potency means the concentration at half of the fitted maximal effect; on the % scale 0 is the no-effect control and ±100 the full control effect; nearly all actives have a fitted effect of over 50% in size; many of its hits are not listed in these tables
Target sequence (Q6W5P4 whole entry, looked up): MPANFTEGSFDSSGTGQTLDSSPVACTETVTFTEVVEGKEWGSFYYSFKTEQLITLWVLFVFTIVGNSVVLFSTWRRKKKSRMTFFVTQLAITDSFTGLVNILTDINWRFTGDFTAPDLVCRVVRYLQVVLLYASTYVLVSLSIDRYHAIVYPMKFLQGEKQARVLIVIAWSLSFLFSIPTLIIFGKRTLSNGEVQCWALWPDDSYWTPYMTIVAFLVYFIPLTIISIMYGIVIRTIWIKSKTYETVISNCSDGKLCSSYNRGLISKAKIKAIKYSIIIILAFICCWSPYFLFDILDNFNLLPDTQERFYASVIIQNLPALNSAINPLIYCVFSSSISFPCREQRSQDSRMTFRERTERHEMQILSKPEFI
HttQ103 aggreg: qHTS Multiplex Assay to Identify Dual Action Probes in a Cell Model of Huntington: Aggregate Formation (GFP). 1.1% of 220,000 active. Potency, µM (titrated, usually from 46.1 µM), without a hit: top-dose activity change, negative = inhibition, usual class: inhibitors. AID 1688, 2009. PC12 HttQ103-GFP aggregates, Acumen cytometry, 40 h; further: potency means the concentration at half of the fitted maximal effect; on the % scale 0 is the no-effect control and ±100 the full control effect; nearly all actives have a fitted effect of over 60% in size
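PC12/HTTQ103-GFP, ecdysone-inducible; teb 100 nM; cpd qHTS titration; GFP aggregates read on laser cytometer, Ex 488/Em 500-530 nm.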
LMNA splice mod: qHTS Assay for Modulators of Lamin A Splicing. HeLa LMNA splicing GFP/RFP minigene ratio, 48 h. Potency, µM (titrated, usually from 46.1 µM), for the others: at the highest dose ratio change, negative = inhibition, usual class: inhibitors. 0.01% of 200,000 active; active means well fitted inhibition curve with a large enough effect in the signal ratio, with a control signal flat, not every such curve was filed as active; inconclusive means small, poorly fitted or top-dose-only effect, or effect the other way, or a change in a side signal; the % refers to the signal ratio; further: potency means the concentration at half of the fitted maximal effect; on the % scale 0 is the no-effect control and ±100 the full control effect
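Read-out is the ratio of GFP to DsRed2 object intensity, acquired by 488 nm laser-scanning cytometry on HeLa lamin A-EGFP minigene reporter cells. Compound incubation 48 hrs at 37 °C in Opti-MEM with 2% FBS; DMSO 0.5% final.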
IMPase Li cell: qHTS Assay for Identifying the Cell-Membrane Permeable IMPase Inhibitors: Potentiation with Lithium | AID 1457, 2008 | 0.35% of 210,000 active | Potency, µM (top dose mostly 59.4 µM), for the others: at the highest dose activity, negative = IMPase inhibition, actives largely listed as inhibitors | CHO-M1 cells, IP1 TR-FRET (IP-One), carbachol + lithium;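 further: IP1 builds up when IMPase is blocked and the TR-FRET signal falls; potency means the concentration at half of the fitted maximal effect; plate controls were basal vehicle for no effect and high inhibitor control for full effect; nearly all actives have a fitted effect of over 50% in size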
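CHO cells stably expressing M1 receptor (2000/well) were cultured 16–30 h, then exposed to compounds with a small lithium addition for 30 min at 37C. IP1 was measured by TR-FRET competition; AC50 from Hill fits.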
Epigenetic reg: Quantitative High-Throughput Screen for Regulators of Epigenetic Control. 0.2% of 280,000 active. Potency, µM (top dose mostly 53.9 µM), for the others: at the top dose GFP activation, most hits filed as activators. murine LDR cells, GFP reporter derepression, 30 h; further: potency means the concentration at half of the fitted maximal effect; % of control where 0% means no effect; nearly all actives have a fitted effect of over 60% in size
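In this reporter-derepression format, murine cells bearing a silenced integrated CMV-GFP locus incubate with test compound (30 h, 37 C), then are washed and imaged; fluorescent objects of 20–120 um count as induced cells.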
CBFb-RUNX1 inh: qHTS Assay for Compounds Blocking the Interaction Between CBF-beta and RUNX1 for the Treatment of Acute Myeloid Leukemia. AlphaScreen CBFb-His/RUNX1-biotin binding, biochemical. 230,000 tested, under 10 active. Potency, µM (titrated, usually from 59.8 µM), for inactives: at the top dose activity, negative = inhibition, actives largely listed as inhibitors. AID 1477, 2009. Runt-related transcription factor 1 (Homo sapiens) + Core-binding factor subunit beta …; further: % of control where 0% means no effect
Target sequence (Q01196 whole entry, looked up): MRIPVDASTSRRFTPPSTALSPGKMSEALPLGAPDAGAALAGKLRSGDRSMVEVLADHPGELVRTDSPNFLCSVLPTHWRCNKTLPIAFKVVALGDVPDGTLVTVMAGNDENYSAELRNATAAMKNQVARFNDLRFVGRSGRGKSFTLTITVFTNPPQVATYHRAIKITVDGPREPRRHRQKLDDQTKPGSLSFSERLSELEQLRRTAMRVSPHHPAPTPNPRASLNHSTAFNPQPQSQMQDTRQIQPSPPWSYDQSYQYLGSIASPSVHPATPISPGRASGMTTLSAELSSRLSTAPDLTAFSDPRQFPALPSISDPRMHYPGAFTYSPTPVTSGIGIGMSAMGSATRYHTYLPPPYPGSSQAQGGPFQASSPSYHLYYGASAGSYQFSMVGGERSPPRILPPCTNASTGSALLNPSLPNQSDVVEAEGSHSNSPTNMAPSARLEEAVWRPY
Target sequence (Q13951 whole entry, looked up): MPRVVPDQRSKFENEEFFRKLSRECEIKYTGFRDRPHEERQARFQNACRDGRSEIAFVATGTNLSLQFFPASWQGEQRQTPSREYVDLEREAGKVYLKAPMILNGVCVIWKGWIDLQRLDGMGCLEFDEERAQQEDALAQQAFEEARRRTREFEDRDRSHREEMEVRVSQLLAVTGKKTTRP
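Interaction loss through any mechanism counts as activity. Pre-formed complex of His-CBF-beta and biotin-RUNX1 (30 nM apiece) is incubated with compound 15 min, then with 50 ng nickel and 50 ng streptavidin beads for 90 min before AlphaScreen detection.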
* marks the source's active call; other numbers are inactive results; ? = inconclusive; . = not tested or not shown; & = joins results of further samples; [ ] = remark or other dose. Unless noted, the call rests on the fitted dose curve; in most records, active means well fitted curve in the direction sought with a large enough effect; inconclusive means small, poorly fitted or top-dose-only effect, or another doubt; inactive means no such curve, though single readings can be large; an effect the other way counts as inactive or inconclusive.

SMILES	Luc counter	NPSR antagonist	HttQ103 aggreg	LMNA splice mod	IMPase Li cell	Epigenetic reg	CBFb-RUNX1 inh
Cc1cccc(NC2SC(=O)N(c3ccccc3)C2=O)c1 (configuration not stated)	2%	7%[46.1 µM]	-11%	-8%	39%[activator][38.3 µM]	1.1%	4%
O=c1c2cn[nH]c2nc(SCc2ccccc2F)n1-c1ccc(Br)cc1	3%	-48%	13µM*	?	7%	1.0%	-6%
CC(=O)c1c(C)nn(C(=O)N2CCOCC2)c1C	4%	-14%[46.1 µM]	12%[9.22 µM]	-2%	2%[38.3 µM]	5.5%	6%
Cc1ccc(-c2nn3c(C)nnc3s2)cc1NC(=O)c1ccc(-c2ccc(Cl)cc2Cl)o1	-2%	-23%[46.1 µM]	-27%[9.22 µM]	6%	-12%[38.3 µM]	6.1%	-3%
O=[N+]([O-])c1ccc(N2CCN(S(=O)(=O)c3ccccc3[N+](=O)[O-])CC2)cc1N1CCc2ccccc2C1	2%	1%[46.1 µM]	-2%	-6%	5%	0.0%	-6%
N#C/C(=C\c1ccc(Sc2ccc(Cl)cc2)o1)c1nc2ccccc2[nH]1	-1%	-48%	-17%	-16%	28%	16%	1%
CC(C)(C)C(=O)Nc1ccc(C(=O)N/N=C/c2ccccc2OC(=O)c2ccc(Cl)cc2Cl)cc1	-2%	?	?	-14%	13%[38.3 µM]	-1.2%	2%
O=C(COC(=O)CCC(=O)c1cccs1)NCc1ccco1	0%	-5%[46.1 µM]	14%	0%	8%[38.3 µM]	2.6%	-20%
CN(CCc1ccccn1)C(=O)CCC1CCCN(Cc2ccccc2OC(F)F)C1 (configuration not stated)	1%	-9%	-2%	.	14%	-0.6%	6%
O=C(O)c1c2c(nc3ccccc13)-c1ccccc1CC2	-1%	32%	-2%[9.22 µM]	6%[46 µM]	-12%	0.1%	-1%
CCC(C)(C)n1nnnc1CN1CCC(NC(=O)c2ccc(Br)cc2)CC1	0%	15%[46.1 µM]	8%	?	21%	3.5%	3%
CN(C1CCS(=O)(=O)C1)S(=O)(=O)c1ccccc1[N+](=O)[O-] (configuration not stated)	5%	13%	-5%	-1%	0%	-0.1%	5%
COc1ccc([N+](=O)[O-])cc1NC(=S)Nc1ccccc1	-4%	-8%[46.1 µM]	24%	-2%	3%[38.3 µM]	0.0%	-6%
S=c1[nH]c2ccc3ccccc3c2[nH]1	1%	9%	-8%[9.22 µM]	?	-13%	3.2%	5%
O=C1OCC(CO)(CO)N=C1NNc1ccccc1Cl	-2%	-2%[46.1 µM]	-7%	21%	31%[38.3 µM]	-3.1%	0%

Whole records, quoted from the list.
Cc1cccc(NC2SC(=O)N(c3ccccc3)C2=O)c1 (configuration not stated) in the list: Luc counter = 2%; NPSR antagonist = 7%[46.1 µM]; HttQ103 aggreg = -11%; LMNA splice mod = -8%; IMPase Li cell = 39%[activator][38.3 µM]; Epigenetic reg = 1.1%; CBFb-RUNX1 inh = 4%
S=c1[nH]c2ccc3ccccc3c2[nH]1 in the list: Luc counter = 1%; NPSR antagonist = 9%; HttQ103 aggreg = -8%[9.22 µM]; LMNA splice mod = ?; IMPase Li cell = -13%; Epigenetic reg = 3.2%; CBFb-RUNX1 inh = 5%

Just LMNA splice mod, Epigenetic reg and Luc counter (three entries from above):
SMILES | LMNA splice mod | Epigenetic reg | Luc counter
N#C/C(=C\c1ccc(Sc2ccc(Cl)cc2)o1)c1nc2ccccc2[nH]1 | -16% | 16% | -1%
CC(C)(C)C(=O)Nc1ccc(C(=O)N/N=C/c2ccccc2OC(=O)c2ccc(Cl)cc2Cl)cc1 | -14% | -1.2% | -2%
O=C(COC(=O)CCC(=O)c1cccs1)NCc1ccco1 | 0% | 2.6% | 0%

The listing picks up, starting two compounds before the break.
SMILES	Luc counter	NPSR antagonist	HttQ103 aggreg	LMNA splice mod	IMPase Li cell	Epigenetic reg	CBFb-RUNX1 inh
S=c1[nH]c2ccc3ccccc3c2[nH]1	1%	9%	-8%[9.22 µM]	?	-13%	3.2%	5%
O=C1OCC(CO)(CO)N=C1NNc1ccccc1Cl	-2%	-2%[46.1 µM]	-7%	21%	31%[38.3 µM]	-3.1%	0%
CC(=O)c1sc(N2CCOCC2)nc1-c1ccccc1	8%	-21%	7%	-1%[46 µM]	-13%	-1.1%	3%
CN(C)S(=O)(=O)c1ccc(-c2csc(N/N=C/c3ccco3)n2)cc1	.	-9%	0%[9.22 µM]	.	.	2.1%	-19%
O=C(NNC(=O)c1cccnc1SCc1cccc([N+](=O)[O-])c1)c1ccc(F)cc1	3%	20%	?	?	10%	-1.1%	-2%
CC(Oc1ccc2c(-c3ccccc3)cc(=O)oc2c1)C(=O)O (configuration not stated)	-3%	4%[46.1 µM]	-2%	-4%	0%[38.3 µM]	-0.2%	-5%
Cc1cccc(C)c1OCCCCc1c(C)n[nH]c1C	-2%	?	-14%	?	-1%[38.3 µM]	0.2%	4%
CN(C)CCCN(C(=O)CCc1ccccc1)c1nc2ccc(F)cc2s1	3%	-46%	-2%	-7%	11%	-1.0%	-4%
Nc1nc(-c2ccco2)nn1C(=O)c1ccc([N+](=O)[O-])cc1	-2%	12%	.	7%[46 µM]	-1%	0.0%	5%
O=c1[nH]c(=O)n([C@H]2C[C@H](O)[C@@H](CO)O2)cc1Br	2%&-1%	-3%[46.1 µM]	38%	?	5%&-4%&1%	2.8%&-1.2%	8%[21.7 µM]
CCCCNC(=O)CS(=O)Cc1nc(-c2cccs2)oc1C (configuration not stated)	2%	-3%[46.1 µM]	0%	-9%	-6%[38.3 µM]	-0.2%	-3%
CCn1ncc(CN2CCN(Cc3ccc(OC)c(C)c3C)C(CCO)C2)c1C (configuration not stated)	2%	3%	-10%[9.22 µM]	-2%[46 µM]	9%	-0.7%	5%
Cc1ccc(Nc2nnc(-c3ccncc3)s2)c(Br)c1	.	-23%[46.1 µM]	-2%	-5%	.	-2.0%	-10%
O=C(N1CCN(c2ccccc2F)CC1)C12CC3CC(CC(C3)C1)C2	0%	?	15%	7%	23%	0.0%	6%
COc1ccc2oc(=O)c(C(=O)N3c4ccccc4CC3C)cc2c1 (configuration not stated)	19%	-8%[46.1 µM]	1%	3%	18%[38.3 µM]	-0.7%	-6%
Cc1c([N+](=O)[O-])c(C(=O)N2CCCC2)nn1C	1%	-4%[46.1 µM]	-18%	13%[0.0737 µM]	0%[38.3 µM]	-0.9%	6%
O=C(Cc1ccc(S(=O)(=O)N2CCOCC2)s1)Nc1ccc2c(c1)CCC2	1%	-12%[46.1 µM]	-3%	?	-3%[38.3 µM]	-1.6%	0%
Cc1ccc(NC(=S)N(Cc2ccccc2)C(C)C)cc1	.	28%	12%[9.22 µM]	.	.	-1.2%	2%
N=C(N)S/C=C\C(=O)O	3%	.	.	.	9%&16%	?	10%
CCCCn1c(N)c(N(CCOC)C(=O)CCc2ccc(OC)cc2)c(=O)[nH]c1=O	2%	22%	-14%	-1%	-5%	-4.1%	-4%
c1ccc2c(c1)ncn2CCC1CCCCC1	1%	?	?	?	9%[38.3 µM]	-1.1%	?
C=CC[N+](C)(C)CC(=O)OCc1ccccc1	2%	16%	15%	1%	6%	-1.8%	22%
O=c1[nH][nH]c2nc(C(F)(F)F)cc(C(F)(F)F)c12	.	-11%[46.1 µM]	3%	13%	.	?	-4%
O=C(CCCNS(=O)(=O)c1cccs1)N1CCN(c2cccc(Cl)c2)CC1	-4%	2%[46.1 µM]	-12%	?	16%[38.3 µM]	-5.9%	10%
CC(=O)Nc1ccc(NC(=O)COc2c(C)cc(Br)cc2C)cc1	5%	-6%	17%	.	-3%	0.9%	7%
CCOc1ccc(CC(=O)OCn2nnc3ccccc3c2=O)cc1	-2%	15%	-6%	?	-1%	-4.4%	3%
CCCn1nnc(NC(=S)NC(=O)CC)n1	1%	9%[46.1 µM]	-7%	12%	16%[38.3 µM]	2.8%	2%
COc1ccc(-c2cc(C(=O)NCc3cccnc3)no2)cc1OC	-8%	-10%[46.1 µM]	28%	-9%	5%[38.3 µM]	-0.6%	-3%
CCOC(=O)C1CCCN(c2ncnc3c2[nH]c2cccc(OC)c23)C1 (configuration not stated)	-4%	?	-23%	3%	0%[38.3 µM]	-2.6%	3%
N#C/C(=C\c1cccs1)C(=O)NCc1cccnc1	1%	-3%	?	-7%	5%	-1.1%	0%
COc1cc(C(=O)Nc2ccc(N(C)C)cc2)cc(OC)c1OC	.	-20%[46.1 µM]	14%	?	.	-5.5%	-18%
CCn1c(C)nc2cc(C(=O)N/N=C(\C)c3ccc(N4CCOCC4)cc3)ccc21	2%	9%	10%	5%[46 µM]	8%	-0.4%	3%
Cc1ccc(SCC(=O)N(C)C2CCS(=O)(=O)C2)cc1 (configuration not stated)	-1%	16%	0%[9.22 µM]	13%[46 µM]	2%	-0.6%[10.1 µM]	1%
CN(/N=C/c1cccnc1)c1cnn(-c2ccc(F)c(Cl)c2)c(=O)c1Cl	-3%	-1%[46.1 µM]	-3%	1%	12%[38.3 µM]	-1.0%	7%
Cc1nc(N)sc1C(=O)OCC(C)C	5%	7%	-9%	-10%[9.22 µM]	7%	1.1%	2%

Three compounds drawn at random from the list so far:
SMILES	Luc counter	NPSR antagonist	HttQ103 aggreg	LMNA splice mod	IMPase Li cell	Epigenetic reg	CBFb-RUNX1 inh
Cc1nc(N)sc1C(=O)OCC(C)C	5%	7%	-9%	-10%[9.22 µM]	7%	1.1%	2%
N#C/C(=C\c1cccs1)C(=O)NCc1cccnc1	1%	-3%	?	-7%	5%	-1.1%	0%
CCOc1ccc(CC(=O)OCn2nnc3ccccc3c2=O)cc1	-2%	15%	-6%	?	-1%	-4.4%	3%

A portion of the library (hit frequency here may not be typical).
